Screens: PubChem BioAssay, Broad Institute
Xi reactivation = activators of inactive X chromosome reactivation, primary screen, imaging, XiGFP fibroblasts, GFP high-content imaging, set 2 | XiGFP mouse fibroblasts, % GFP-positive cells imaging, 3 d; cells co-treated with 5-aza-dC sensitizer; scaled so ellipticine positive control = 100% | AID 743238, 2013 | hit rate 0.055% among 360,000 | activation, % at 7.58 µM;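 active = mean normalized replicate activation at least 10% and every replicate at or above 10%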;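 note: 0% = median of on-plate neutral control wells and 100% = ellipticine 6 µM median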
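Material: XiGFP fibroblasts, SV40-immortalized. Buffer or medium: DMEM plus 5-aza-dC sensitizer. Compound: single concentration per compound, delivered by pin transfer. Times: 3 days compound exposure. Controls: ellipticine 6 µM.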
S100A4 MyoIIA = inhibitors of S100A4-myosin IIA peptide binding, primary screen, biochemical, fluorescence polarization, TAMRA-MyoIIA peptide. Protein S100-A4 (Homo sapiens), P26447. inhibition, % at 10.7 µM. hit rate 0.14% among 360,000. AID 652163, 2013;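 active = mean inhibition of at least 70% across replicates, with every replicate also reaching that level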
Target sequence (P26447 whole entry, looked up): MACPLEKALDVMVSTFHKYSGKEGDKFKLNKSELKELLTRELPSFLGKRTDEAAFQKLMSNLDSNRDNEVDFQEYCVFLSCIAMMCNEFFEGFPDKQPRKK
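incubation = readout 5 min after mixing, signal stable up to 60 min | system = S100A4 monomer protein | buffer or medium = HEPES pH 7.2 with CaCl2, KCl, NaCl, DTT, Triton | benchmarks = neutral control DMSO, positive control TFP | also added = fluorescent myosin IIA peptide, 5 nM | compound dosing = one concentration per compound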
ERAP1 HTS inh = human ERAP1 aminopeptidase inhibitors, primary screen, biochemical, single point, plate reader; recombinant ERAP1, Leu-AMC fluorescence, 60 min; inhibition, % at 10.7 µM; hit rate 0.15% among 340,000; Endoplasmic reticulum aminopeptidase 1 (Homo sapiens), Q9NZ08;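 active = mean replicate inhibition of at least 30%, or all replicates individually reaching that 30% level; inactive = mean below 30% and not every replicate reaching it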;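 note: 0% = neutral control wells and 100% = L-leucinethiol positive control wells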
Target sequence (Q9NZ08 whole entry, looked up): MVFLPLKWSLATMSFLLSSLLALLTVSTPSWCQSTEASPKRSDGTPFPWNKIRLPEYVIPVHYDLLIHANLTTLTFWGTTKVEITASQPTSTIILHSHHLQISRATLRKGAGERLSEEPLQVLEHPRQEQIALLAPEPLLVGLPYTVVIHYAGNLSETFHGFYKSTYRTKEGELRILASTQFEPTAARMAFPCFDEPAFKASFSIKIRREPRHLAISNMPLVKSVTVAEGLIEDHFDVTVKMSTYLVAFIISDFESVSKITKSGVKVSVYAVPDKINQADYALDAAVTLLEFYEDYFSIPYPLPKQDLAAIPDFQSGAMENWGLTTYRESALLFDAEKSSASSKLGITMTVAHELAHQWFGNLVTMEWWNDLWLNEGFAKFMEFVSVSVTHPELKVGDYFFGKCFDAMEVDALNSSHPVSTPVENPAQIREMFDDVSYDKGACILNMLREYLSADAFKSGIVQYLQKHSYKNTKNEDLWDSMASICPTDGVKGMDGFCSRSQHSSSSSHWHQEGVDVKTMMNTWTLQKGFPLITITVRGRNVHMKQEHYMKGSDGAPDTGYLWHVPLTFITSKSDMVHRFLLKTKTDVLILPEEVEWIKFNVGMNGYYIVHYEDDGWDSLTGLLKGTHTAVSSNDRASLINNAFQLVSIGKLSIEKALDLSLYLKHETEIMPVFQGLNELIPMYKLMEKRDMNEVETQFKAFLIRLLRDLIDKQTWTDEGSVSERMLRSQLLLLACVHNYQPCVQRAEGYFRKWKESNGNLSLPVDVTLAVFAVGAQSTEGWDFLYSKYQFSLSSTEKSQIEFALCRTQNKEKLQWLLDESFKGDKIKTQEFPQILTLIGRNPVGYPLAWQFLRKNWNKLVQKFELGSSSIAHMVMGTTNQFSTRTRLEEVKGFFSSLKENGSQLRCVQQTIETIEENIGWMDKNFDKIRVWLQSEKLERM
PGC1a acetyl inh = inhibitors of PGC1a acetylation signal, primary screen, cell-based, U2OS, AlphaScreen, inhibitor mode; AlphaScreen anti-acetyl-lysine; with virally co-expressed GCN5 acetyltransferase; inhibition, % at 15.6 µM; hit rate 0.17% among 350,000; AID 651687, 2012;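 active = every replicate shows inhibition of at least 40%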;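 note: 0% = neutral control wells and 100% = positive control wells; some results beyond the cut were filed as inactive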
LGR2 inh = inhibitors of bursicon-induced LGR2 CRE-luciferase signal, primary screen, cell-based, HEK293, CRE-luciferase reporter, bursicon stimulation | Drosophila bursicon receptor LGR2 (rickets) | bursicon-stimulated, 4 h | inhibition, % at 9.99 µM | hit rate 0.35% among 380,000;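 active = drop in luminescence signal, shown as inhibition above about 50% in the replicate tests, limit read from the data, passing the limit was not always enough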;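 note: agonist challenge used bursicon conditioned medium at about half maximal strength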
SIRT5 inh = SIRT5 desuccinylase inhibitors, primary screen, biochemical, fluorescence imaging, single point, set 5. NAD-dependent protein deacylase sirtuin-5, mitochondrial (Homo sapiens), Q9NXA8. Purified SirT5, succinyl-peptide AMC, trypsin-coupled fluorescence. inhibition, % at 15 µM. hit rate 1.1% among 330,000. AID 652115, 2013; in the data active = inhibition above about 15%
Cneo AK release = Cryptococcus neoformans cell lysis inducers, primary screen, AK release luminescence, single concentration; C. neoformans lysis, adenylate kinase release luminescence, 4 h; normalised: neutral wells 0, clomiphene wells 100; lysis activity, % at 15 µM; hit rate 0.2% among 360,000; AID 651654, 2012;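 active = mean lysis activity across replicates of at least 80%, whatever share of replicates individually reach that level; inactive = mean lysis activity below 80%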
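Schedule: static 4 h at 37 °C with compound, 1 h detection; system: C. neoformans cells; benchmarks: Clomiphene as positive control; buffer or medium: fresh YPD medium; measure: luminescence rise reflecting yeast cell lysis; measured by: luminescent adenylate kinase detection reagent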
C2C12 statin = suppressors of statin myotoxicity in C2C12 myotubes, primary screen, cell-based, single point, plate reader; C2C12 myotubes + simvastatin, ATP luminescence, 48 h; scaled: DMSO 0, geranylgeraniol control 100; rescue of ATP level, % at 7.49 µM; hit rate 0.78% among 330,000; AID 602340, 2012;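 active = mean ATP rescue above about 67%, or every replicate alone reaching that limit, limit read from the data, passing the limit was not always enough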;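 note: myotubes were challenged with 10 µM simvastatin during compound exposure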
Numbers without * were called inactive; / = not tested or not shown. Only part of the results is shown, so the mix of outcomes need not match the whole.

SMILES | Xi reactivation | S100A4 MyoIIA | ERAP1 HTS inh | PGC1a acetyl inh | LGR2 inh | SIRT5 inh | Cneo AK release | C2C12 statin
COc1ccc(OC)c(NC(=O)CSc2nc3nc(C)cc(C)n3n2)c1 | 0.1 | 1 | 0 | 0 | 28 | 1 | 1 | 4
CCOC(=O)c1ccc(NC(=O)CN2C(=O)CN(C(C)=O)C2=S)cc1 | 0.0 | -2 | 1 | 0 | 5 | 1 | 3 | 5
O=C(CNC(=O)c1ccc(Cl)cc1Cl)OCCOc1ccccc1 | -0.1 | 2 | 1 | / | -32 | 2 | -1 | 4
Cc1noc(C)c1S(=O)(=O)Nc1ccc2c(c1)CC(=O)N([C@@H](C)CO)C[C@H](C)[C@@H](CN(C)S(C)(=O)=O)O2 | 0.1 | / | / | 5 | 16 | / | -4 | -1
Cc1ccccc1OCc1nnc(SCC(=O)Nc2ccc3c(c2)OCO3)n1C | / | -3 | -1 | / | -4 | -7 | -2 | -1
O=C(O)CNc1nc(NCc2ccc(Cl)cc2)ccc1[N+](=O)[O-] | -0.1 | 1 | -2 | -6 | / | / | -5 | 2
CCCCCCSc1ccc([C@@H]2[C@@H]3C(=O)N(C)C(=O)[C@@H]3[C@]3(C(=O)OC)CCCCN23)cc1OC | 0.3 | -7 | 0 | -16 | -47 | 2 | 2 | 1
COc1ccc(S(=O)(=O)N(C)C[C@H]2Oc3c(NC(=O)c4cc(C)nn4C)cccc3C(=O)N([C@H](C)CO)C[C@@H]2C)cc1 | -0.7 | 2 | 3 | 3 | 2 | 0 | 5 | -19
C[C@H](O)C#Cc1ccc2c(c1)O[C@@H](CN(C)Cc1ccccc1)[C@H](C)CN([C@@H](C)CO)S2(=O)=O | -1.1 | 0 | 4 | -2 | -8 | 4 | -1 | -70
O=C(NCCN1CCCC1)C1(S(=O)(=O)c2ccc(Cl)cc2)CC1 | / | -3 | 2 | 6 | 5 | -1 | 1 | 39
COc1ccc(NC(=O)N(C)C[C@@H]2OCc3ccccc3-c3c(n(C)c4ccccc34)C(=O)N([C@@H](C)CO)C[C@@H]2C)cc1 | 0.2 | -3 | 0 | 1 | 8 | 21* | -2 | 17
CN1C(=O)c2cc(NC(=O)c3ccccc3F)ccc2OC[C@H]2O[C@@H](CC(=O)NCc3ccc4c(c3)OCO4)CC[C@@H]21 | 0.1 | -23 | 0 | 0 | -13 | 0 | -1 | -19
CCOC(=O)C1(CCOc2ccccc2)CCN(CC(O)CO)CC1 (centres undefined) | 0.0 | -1 | 4 | 6 | 13 | -2 | 0 | 13
COc1ccc(NC(=O)Nc2ccc3c(c2)C(=O)N([C@H](C)CO)C[C@@H](C)[C@@H](CN(C)S(=O)(=O)c2cccs2)OCCCC[C@H](C)O3)cc1 | 0.2 | 6 | -5 | -6 | -1 | -5 | 4 | /
O=C(C[C@H]1C=C[C@@H](NC(=O)C2CCOCC2)[C@@H](CO)O1)Nc1ccccc1 | 2.7 | 2 | -1 | 13 | 23 | 2 | / | /
CCCc1c(-c2cccc(Cl)c2)ncn1CCc1ccccc1OC | 0.2 | -2 | 2 | / | 24 | -2 | / | /
C[C@@H]1CN([C@@H](C)CO)C(=O)c2cc(NS(=O)(=O)c3cccs3)ccc2O[C@H]1CN(C)C(=O)Nc1ccc(F)cc1 | 0.0 | -30 | -1 | -4 | 5 | -6 | 2 | /
COc1cccc(S(=O)(=O)N(C)C[C@@H]2Oc3cc(C4=CCCC4)ccc3S(=O)(=O)N([C@@H](C)CO)C[C@H]2C)c1 | -0.1 | -5 | 1 | -36 | 16 | 2 | 2 | -160
Cc1nc(-c2ccc(S(=O)(=O)N3CCN(C(c4ccccc4)c4ccccc4)CC3)s2)cs1 | 0.0 | -4 | / | -10 | / | 0 | -3 | 16
O=C(NC1CCCC1)C(c1cccnc1)N(C(=O)c1ccco1)c1ccc(F)cc1 (centres undefined) | 0.1 | 2 | 1 | / | 6 | -3 | / | -6
CC(C(=O)N(C)Cc1ccccc1)N1CCN(C/C=C/c2ccccc2)CC1 (centres undefined) | 2.7 | 4 | 3 | 0 | -26 | -3 | 0 | /
N#Cc1ccc(NC(=O)Cn2c3[n+](c4ccc(C(F)(F)F)cc42)CCCCC3)cc1 | 0.0 | 1 | 64* | / | -21 | -2 | / | /
C/C=C/c1ccc2c(c1)O[C@H](CN(C)C(=O)Nc1ccc(C(F)(F)F)cc1)[C@H](C)CN([C@H](C)CO)S2(=O)=O | -1.1 | -2 | 0 | 15 | 31 | 12 | -3 | -24
Clc1ccc(-n2cccc2CN2CCc3c([nH]c4ccccc34)C2c2ccccn2)nc1 (centres undefined) | 0.0 | -7 | 1 | / | 8 | -2 | / | -9
O=c1[nH]c(NNC(=S)NC2CCCCC2)nc2c1C1(CCCC1)Cc1ccccc1-2 | 0.4 | 3 | / | 7 | 4 | 13 | / | -16

The list goes on; the last 5 above are carried over.
SMILES | Xi reactivation | S100A4 MyoIIA | ERAP1 HTS inh | PGC1a acetyl inh | LGR2 inh | SIRT5 inh | Cneo AK release | C2C12 statin
CC(C(=O)N(C)Cc1ccccc1)N1CCN(C/C=C/c2ccccc2)CC1 (centres undefined) | 2.7 | 4 | 3 | 0 | -26 | -3 | 0 | /
N#Cc1ccc(NC(=O)Cn2c3[n+](c4ccc(C(F)(F)F)cc42)CCCCC3)cc1 | 0.0 | 1 | 64* | / | -21 | -2 | / | /
C/C=C/c1ccc2c(c1)O[C@H](CN(C)C(=O)Nc1ccc(C(F)(F)F)cc1)[C@H](C)CN([C@H](C)CO)S2(=O)=O | -1.1 | -2 | 0 | 15 | 31 | 12 | -3 | -24
Clc1ccc(-n2cccc2CN2CCc3c([nH]c4ccccc34)C2c2ccccn2)nc1 (centres undefined) | 0.0 | -7 | 1 | / | 8 | -2 | / | -9
O=c1[nH]c(NNC(=S)NC2CCCCC2)nc2c1C1(CCCC1)Cc1ccccc1-2 | 0.4 | 3 | / | 7 | 4 | 13 | / | -16
O=S(=O)(c1ccccc1F)N1CCCCN2[C@@H](CO)[C@@H](c3ccc(-c4ccccc4)cc3)[C@@H]2C1 | 0.1 | 11 | 2 | -6 | 4 | 5 | 51 | /
CCC/C=C1/CCCOC(C(=O)NCCN2CCOCC2)(C(F)(F)F)C1 (centres undefined) | 0.6 | -1 | -2 | -28 | -1 | -2 | 9 | 6
CSc1ccc(Cl)c(C(=O)NCC(C)C)c1 | / | / | / | -19 | 3 | / | -2 | 35
CNC(=S)N/N=C(\C)c1cccc([N+](=O)[O-])c1 | 0.0 | -6 | 1 | / | -2 | -8 | / | /
O=S(=O)(Nc1ccccc1)c1ccc(NS(=O)(=O)c2c(F)cccc2F)cc1 | -0.1 | -15 | 1 | / | -1 | 3 | 1 | -3
S=C(NCCCN1CCN(CCCNC(=S)NC2CCCCC2)CC1)NC1CCCCC1 | 0.0 | -1 | 1 | -14 | 0 | 4 | -3 | -14
CCOC(=O)c1cc(NC(=O)N(C(C)C)C2CCCCC2)c(C)nc1C | 0.0 | 6 | -4 | 4 | 4 | -2 | -5 | -5
CCOc1ccc(-c2cc(C(=O)N/N=C(\C)c3cccnc3)c3ccccc3n2)c(OCC)c1 | 0.3 | 15 | 2 | -1 | -6 | 2 | 0 | /
Cc1cc(C(=O)COC(=O)c2ccccc2O)c(C)n1CC1CCCO1 (centres undefined) | 0.0 | 2 | 1 | 5 | 100* | 1 | -5 | 5
COc1ccc2c3c([nH]c2c1)[C@H](CO)N(C(=O)c1cnccn1)CC31CCN(S(C)(=O)=O)CC1 | 0.3 | 6 | 3 | -4 | -8 | -5 | / | /
O=C(NNC(=O)c1cccs1)c1csc(N2CCOCC2)n1 | 0.7 | -2 | 1 | / | 16 | 4 | 3 | 4
Cn1c(SCC(=O)Nc2ccccc2)nc2ccccc2c1=O | 0.0 | 2 | 0 | 27 | 9 | -1 | -2 | 1
COCC(=O)N1[C@@H](CO)[C@@H](c2ccccc2)C12CN(C(=O)Nc1ccccc1F)C2 | -0.1 | 8 | 2 | 0 | -32 | -1 | / | /
O=C(COC(=O)C1CCCCC1)Nc1ccccc1OC(F)F | 0.0 | -1 | -3 | / | -16 | -3 | / | /
CCCCNC(=O)CCN1N=C(c2ccccc2)CCC1=O | 1.6 | -1 | 1 | 0 | -12 | 3 | -5 | 0
CC[C@]1(c2ccccc2C)ON(c2ccccc2C(F)(F)F)C1=O | 0.1 | 1 | -2 | -2 | 27 | / | -3 | -2
CCCn1c(SCC(=O)NC2CCCc3ccccc32)n[nH]c1=O (centres undefined) | 0.1 | -7 | -2 | / | 4 | -3 | / | /
O=C(N/N=C/c1ccc(OCc2ccccc2)cc1)c1ccco1 | 0.4 | -3 | 0 | -3 | -62 | -2 | 0 | /
C[C@H](CO)N1C[C@H](C)[C@H](CN(C)C(=O)CN(C)C)Oc2cc(-c3cccnc3)ccc2S1(=O)=O | -0.7 | -6 | 1 | 0 | -16 | -1 | 49 | -4
O=C1CSC(c2cccc(F)c2)N1c1c(F)cccc1F (centres undefined) | -0.1 | 2 | 3 | -2 | -6 | -2 | -2 | 9
COc1ccc(S(=O)(=O)N(C)C[C@@H]2Oc3ncc(-c4cccc(OC)c4)cc3C(=O)N([C@H](C)CO)C[C@@H]2C)cc1 | -0.6 | / | / | 4 | -9 | / | / | 17
CC(=O)Nc1ccc(S(=O)(=O)N2CCc3c(Cl)cccc3C2)cc1 | 0.1 | -1 | -3 | -7 | -7 | -4 | -2 | 1
O=C([C@H]1[C@H](CO)[C@H]2Cn3c(ccc(C4=CCCCC4)c3=O)[C@@H]1N2Cc1nccs1)N1CCOCC1 | 0.0 | -5 | 0 | / | 5 | -18 | -2 | -9
Cc1ccc(C(=O)N2CC=C(c3ccccc3)CC2)s1 | -0.2 | -5 | 1 | / | 16 | 0 | 3 | 7
Cc1n[nH]c(C)c1CCN(C)C(=O)C1CCC(=O)N(CC2CCCCC2)C1 (centres undefined) | -0.1 | 1 | 2 | 4 | -6 | -1 | 1 | -13
C[C@@H]1CN([C@H](C)CO)C(=O)c2cc(-c3ccccc3)cnc2O[C@@H]1CN(C)C(=O)Cc1cccnc1 | 0.1 | -7 | -2 | -1 | 1 | -1 | 7 | 3
COc1ccccc1CN(C)C(=O)CSCC(=O)Nc1ccccc1F | 0.1 | 1 | 5 | -7 | 2 | -1 | 0 | 15
C[C@H]1CN([C@@H](C)CO)C(=O)Cc2cc(NC(=O)Nc3ccc4c(c3)OCO4)ccc2O[C@@H]1CN(C)S(=O)(=O)c1ccc(Cl)cc1 | 0.0 | 11 | 2 | 8 | 15 | -3 | 0 | 0
O=C(C[C@@H]1C/C=C\C[C@@H](Cc2ccc(F)cc2)C(=O)OC[C@@H]2CCCN2C1=O)NCCO | 0.0 | -2 | / | / | -6 | -1 | 0 | 4
